# Screening data (PubChem)
# Avidin bead fluor: green autofluorescence of compounds with avidin beads – biophysical, 488/530 nm, flow cytometry, artefact control, profiling panel; compound fluorescence 488/530 nm; stronger effect = higher value; fluorescence (KMESF) at 10 µM; hit rate 0.38% among 220,000; in the data active = fluorescence above about 47; note: inactives centre near 10
# Cdc42 wt: modulators of GTP binding to wildtype Cdc42, primary screen, biochemical, multiplex bead flow cytometry, Bodipy-GTP | Cell division control protein 42 homolog (Homo sapiens), P60953 | GST-Cdc42 beads; actives lie on both sides | percent activity (GTP binding), % at 10 µM | hit rate 0.2% among 190,000 | AID 761, 2007;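 active = percent activity GTP binding at least 20 points away from the 100% baseline, either down as inhibitor or up as activator; inconclusive = compound flagged as likely green fluorescent from well-wide comparison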;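 note: median bead fluorescence of bound Bodipy-FL-GTP at 100 nM; 0% = excess unlabeled GTP control and 100% = no compound control; below 100% means less GTP binding so inhibitor and above means activator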
# ABCB1 block: ABCB1 efflux pump inhibitors, primary screen, cell-based, multiplex, flow cytometry, ABCG2 counter-screen | CCRF-Adr cells, JC-1 efflux | inhibition, % at 6.6 µM | hit rate 0.067% among 190,000; in the data active = inhibition above about 40%;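 note: 0% = vehicle and 100% = reference inhibitor; higher value means more JC-1 retained so stronger ABCB1 efflux block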
# Target sequence (P08183 whole entry, looked up): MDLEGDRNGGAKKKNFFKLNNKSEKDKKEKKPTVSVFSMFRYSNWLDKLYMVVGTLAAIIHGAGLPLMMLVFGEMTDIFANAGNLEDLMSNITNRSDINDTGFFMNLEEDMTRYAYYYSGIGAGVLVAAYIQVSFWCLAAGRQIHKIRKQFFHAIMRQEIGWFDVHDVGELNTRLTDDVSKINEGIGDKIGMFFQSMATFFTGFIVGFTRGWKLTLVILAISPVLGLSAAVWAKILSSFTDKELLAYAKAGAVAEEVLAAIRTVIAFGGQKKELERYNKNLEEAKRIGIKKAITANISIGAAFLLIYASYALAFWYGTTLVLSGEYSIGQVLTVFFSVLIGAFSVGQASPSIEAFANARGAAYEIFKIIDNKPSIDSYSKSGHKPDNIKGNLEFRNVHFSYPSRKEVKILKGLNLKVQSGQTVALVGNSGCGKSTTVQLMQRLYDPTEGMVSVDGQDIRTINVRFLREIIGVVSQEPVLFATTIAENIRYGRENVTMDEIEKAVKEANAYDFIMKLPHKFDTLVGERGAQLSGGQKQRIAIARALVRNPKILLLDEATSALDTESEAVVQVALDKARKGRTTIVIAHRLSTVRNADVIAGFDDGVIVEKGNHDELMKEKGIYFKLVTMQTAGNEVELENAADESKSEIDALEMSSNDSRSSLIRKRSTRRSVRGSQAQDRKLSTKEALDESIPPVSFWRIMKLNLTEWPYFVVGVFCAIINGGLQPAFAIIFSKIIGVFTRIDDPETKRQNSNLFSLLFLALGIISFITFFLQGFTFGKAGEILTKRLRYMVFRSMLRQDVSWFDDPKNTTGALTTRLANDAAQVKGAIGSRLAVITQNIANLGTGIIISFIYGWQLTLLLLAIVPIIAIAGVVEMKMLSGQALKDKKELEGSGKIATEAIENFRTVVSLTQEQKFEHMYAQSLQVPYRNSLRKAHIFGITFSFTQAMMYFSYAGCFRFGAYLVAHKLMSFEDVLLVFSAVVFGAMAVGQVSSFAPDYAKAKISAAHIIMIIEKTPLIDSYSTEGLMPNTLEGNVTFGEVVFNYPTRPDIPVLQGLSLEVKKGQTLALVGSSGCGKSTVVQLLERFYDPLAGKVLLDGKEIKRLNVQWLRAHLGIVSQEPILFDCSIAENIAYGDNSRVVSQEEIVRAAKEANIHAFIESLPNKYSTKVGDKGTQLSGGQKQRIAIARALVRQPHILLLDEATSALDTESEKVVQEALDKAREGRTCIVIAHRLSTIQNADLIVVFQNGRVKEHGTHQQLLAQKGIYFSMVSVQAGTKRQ
# Rac1 wt GTP bind: wildtype Rac1 GTP binding modulators, primary screen, biochemical, GST-Rac1 beads, flow cytometry, multiplex | fluorescent GTP binding; actives lie on both sides; 0 = cold GTP competed, 100 = untreated | hit rate 0.27% among 190,000 | AID 757, 2007 | GTP binding activity (% of control), % at 10 µM;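 active = GTP binding activity at least 20 points away from the 100% control level, either lower or higher; inconclusive = compound flagged as likely green fluorescent, judged across all proteins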
# Pf gamet viab: late stage P. falciparum gametocyte viability inhibitors, primary screen, ATP luminescence, HTS; P. falciparum stage V gametocytes, 24 h; hit rate 0.065% among 150,000; inhibition, % at 10.9 µM;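 active = inhibition above the mean plus 3 SD of compounds within the control limits, set per campaign, cut at about 38% in these data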;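 note: 0% = DMSO wells and 100% = medium only without gametocytes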
# ABCG2 inh: ABCG2 efflux pump inhibitors, primary screen, multiplex with ABCB1, IgMXP3 cells, flow cytometry | hit rate 0.1% among 190,000 | inhibition, % at 6.6 µM | Broad substrate specificity ATP-binding cassette transporter ABCG2 (Homo sapiens), Q9UNQ0 | AID 1325, 2008 | JC-1 efflux;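 active = inhibition above 80%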;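 note: 0% = DMSO and 100% = nicardipine control wells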
#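 System: two drug-resistant human cell lines, ABCG2 and ABCB1; controls: nicardipine high and DMSO low controls; times: 10 min exposure at 25 °C with rotation, no wash; detection: flow cytometry of retained JC-1 fluorescence; read-out basis: percent efflux inhibition, scaled nicardipine 100% to DMSO 0%; doses: one concentration, 6.6 µM final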
# HRas wt GTP: modulators of GTP binding to HRas wildtype, primary screen, biochemical, bead-based flow cytometry, multiplex; GTPase HRas (Homo sapiens), P01112; GST-Ras wt beads, Bodipy-FL-GTP binding; actives lie on both sides; GTP binding activity, % at 10 µM; hit rate 0.14% among 190,000;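 active = GTP binding activity at least 20% away from the 100% baseline, either lowered as inhibitor or raised as activator; inconclusive = flagged as likely green fluorescent, judged across all proteins in the well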;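 note: 0% = unlabeled GTP competition control and 100% = no-compound control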
# Rab2A wt mod: modulators of GTP binding to Rab2A wildtype, primary screen, biochemical, dog, bead-based flow cytometry, multiplex. GTP binding activity, % at 10 µM. hit rate 0.19% among 190,000. AID 760, 2007. GST-Rab2 wt beads, Bodipy-GTP binding. Ras-related protein Rab-2A (Canis lupus familiaris), P61105;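 active = GTP binding activity at least 20 points away from 100%, either lowered or raised; inconclusive = signal likely due to the compound's own green fluorescence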;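 note: 0% = beads with excess unlabeled GTP and 100% = no-compound control corrected for plate trend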
# Rab7 wt GTP bind: modulators of GTP binding to Rab7, primary screen, biochemical, wildtype, multiplex bead flow cytometry. Rab7 GTPase wild type (dog), Bodipy-FL-GTP binding. GST-Rab7 beads, fluorescent GTP binding; actives lie on both sides; untreated = 100%, excess cold GTP = 0%. hit rate 0.055% among 190,000. GTP binding activity (percent of control), % at 10 µM;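 active = fluorescent GTP binding to Rab7 beads changed by at least 20 points from the 100% baseline, either direction, mostly lower; inconclusive = compound itself probably fluorescent, or too few beads counted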;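 note: median green fluorescence of bound Bodipy-FL-GTP per Rab7 bead population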
# Rac1 mut GTP: GTP binding modulators of activated mutant Rac1, primary screen, biochemical, bead-based flow cytometry, multiplex, fluorescent GTP; Ras-related C3 botulinum toxin substrate 1 (Homo sapiens), P63000; GST-Rac1 activated beads; actives lie on both sides; 100% means binding = to untreated wells; percent activity (GTP binding), % at 10 µM; hit rate 0.11% among 190,000;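 active = GTP binding at least 20 percentage points away from the 100% baseline, in either direction, so actives lie on both sides; inconclusive = Compound likely fluorescent itself, or too few beads counted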
# GSH bead fluor: compound fluorescence on glutathione beads, profiling panel, artefact control, biophysical, 488/530 nm, flow cytometry; GSH beads flow cytometry, compound fluorescence 488/530 nm; stronger effect = higher value; fluorescence (KMESF) at 10 µM; hit rate 0.25% among 190,000; in the data active = fluorescence above about 89;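 note: glutathione beads carrying GST-tagged Bcl family fusion proteins plus one bare bead set; values are compound well signal with DMSO vehicle wells as background; inactives centre near 16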
# Starred values were filed as active, the others as inactive; ? = inconclusive; · = not tested or not shown.
SMILES,Avidin bead fluor,Cdc42 wt,ABCB1 block,Rac1 wt GTP bind,Pf gamet viab,ABCG2 inh,HRas wt GTP,Rab2A wt mod,Rab7 wt GTP bind,Rac1 mut GTP,GSH bead fluor
CCOc1ccc(-c2c(=O)n(OCc3ccc([N+](=O)[O-])cc3)c3ccccc3[n+]2[O-])cc1,14,103,1.2,102,·,20,100,99,104,99,10
Cc1cc(C)cc(OCC(=O)N2CCCCCC2)c1,10,98,0.4,103,-6,2,98,99,97,95,35
Cc1ccc(C(=O)N2CCN(c3cc4c(cc3[N+](=O)[O-])n(C)c(=O)n4C)CC2)cc1,16,96,4.0,97,19,39,95,96,101,95,30
Cc1ccc(OCCNC(=O)C(=O)NCc2ccco2)cc1,10,97,0.3,100,·,2,99,100,96,98,28
Cc1ccc(S(=O)(=O)N2CCOCC(=O)NCCOCCNC(=O)COCC2)cc1,21,107,-0.6,108,·,-6,104,104,100,103,31
Cc1ccc(-n2c(C)cc(C(=O)OCC(=O)N(C)C3CCS(=O)(=O)C3)c2C)cc1 (stereo not given),6,104,0.8,102,5,1,99,101,98,100,18
CCOC(=O)C1CCN(c2ccc([N+](=O)[O-])c(C(C)=O)c2)CC1,11,92,-0.8,94,11,-1,96,95,101,96,18
Cc1onc(-c2ccccc2)c1C(N)=O,16,102,0.0,106,·,0,103,102,102,99,31
O=C(CCC(=O)N1CCN(S(=O)(=O)c2ccc(Cl)cc2)CC1)NC1CCCc2ccccc21 (stereo not given),11,105,1.9,102,·,3,104,105,102,102,17
O=C(NCCN1C(=O)C2C3C=CC(C3)C2C1=O)Nc1ccccc1O (stereo not given),8,100,0.6,105,·,3,101,100,100,99,19
O=C(COc1ccc(S(=O)(=O)N2CCc3ccccc32)cc1Cl)NCc1ccccn1,13,104,2.1,105,·,29,100,100,97,101,36
C=CCn1nnc2sc3c(c2c1=O)CCC(C)C3 (stereo not given),4,106,0.3,108,·,1,103,100,98,98,41
CCOc1c(C)cc2[nH]c(CCC(=O)O)nc2c1C,23,100,0.0,104,5,0,99,100,99,99,13
Clc1ccc(-c2nnnn2-c2ccc(Cl)c(Cl)c2)cc1Cl,16,96,1.6,101,·,6,98,99,95,99,11
O=C(/C=C/c1cccs1)NCc1cccnc1,15,103,-0.2,104,20,3,103,101,103,101,15
CC(C)C(c1nnnn1Cc1ccc(F)cc1)N1CCN(Cc2ccc3c(c2)OCO3)CC1 (stereo not given),33,103,4.2,109,-2,32,104,99,101,100,17
CCN(C(=O)CN1CCN(c2ccccc2F)CC1)c1c(N)n(Cc2ccccc2)c(=O)[nH]c1=O,10,96,0.0,96,-15,0,97,98,105,95,14
O=C(Oc1ccc(Cl)c2cccnc12)N1CCCCC1,34,102,0.9,103,·,9,98,101,100,99,24
O=C(NCc1ccco1)c1ccccc1NC(=O)C1CC(=O)N(c2ccc(Cl)cc2)C1 (stereo not given),15,105,1.1,104,·,3,105,105,107,100,22
Cc1nc(NCc2ccco2)c2c(C)c(C)sc2n1,11,94,1.0,93,-7,10,95,96,97,93,25
Cc1onc(C(=O)NN)c1C(=O)Nc1ncc(C(F)(F)F)cc1Cl,24,92,0.0,88,1,0,93,94,96,92,10
COc1ccc(/C=N/NC(=O)c2cccc(NC(C)=O)c2)c(C(=O)O)c1OC,8,101,0.3,100,-4,0,101,102,110,96,18
CCOCCCNc1nc2c(C)cccn2c(=O)c1/C=C1\SC(=S)N(CC(C)C)C1=O,27,104,48*,100,·,141*,97,106,109,99,36
CC(C)N(Cc1ccccc1)C(=S)NC(=O)C1(C)CC1(Cl)Cl (stereo not given),13,94,-0.2,89,7,-1,95,93,96,92,9
COc1ccc(CNC(=O)C(OC(C)=O)c2ccccn2)cc1 (stereo not given),14,98,0.7,97,18,3,98,95,95,96,10
COc1ccc(-n2nnc3c(=O)n(C/C=C/c4ccccc4)cnc32)cc1,6,99,-0.1,99,-27,0,97,97,97,97,49
CN1CCN(S(=O)(=O)c2ccc(NC(=O)C3CCCO3)cc2)CC1 (stereo not given),15,103,1.1,107,-18,26,102,103,101,98,37
CC(=O)N1CCN(c2ccc(NCc3ccc(C)s3)cc2)CC1,7,100,-0.6,104,·,1,102,97,103,96,17
O=C(OCCO)c1cc(Cl)c(C(=O)OCCO)cc1Cl,7,107,0.0,110,14,0,104,104,104,103,7
Cc1ccc(C)c(NC(=O)C(OC(=O)c2ccc(C)s2)c2ccccc2)c1 (stereo not given),24,100,0.5,101,-2,4,98,95,97,96,16

# 5 entries already listed, arranged by count of non-hydrogen atoms, ascending:
SMILES,Avidin bead fluor,Cdc42 wt,ABCB1 block,Rac1 wt GTP bind,Pf gamet viab,ABCG2 inh,HRas wt GTP,Rab2A wt mod,Rab7 wt GTP bind,Rac1 mut GTP,GSH bead fluor
O=C(Oc1ccc(Cl)c2cccnc12)N1CCCCC1,34,102,0.9,103,·,9,98,101,100,99,24
CC(C)N(Cc1ccccc1)C(=S)NC(=O)C1(C)CC1(Cl)Cl (stereo not given),13,94,-0.2,89,7,-1,95,93,96,92,9
COc1ccc(-n2nnc3c(=O)n(C/C=C/c4ccccc4)cnc32)cc1,6,99,-0.1,99,-27,0,97,97,97,97,49
COc1ccc(/C=N/NC(=O)c2cccc(NC(C)=O)c2)c(C(=O)O)c1OC,8,101,0.3,100,-4,0,101,102,110,96,18
CCOCCCNc1nc2c(C)cccn2c(=O)c1/C=C1\SC(=S)N(CC(C)C)C1=O,27,104,48*,100,·,141*,97,106,109,99,36

# Further records
SMILES,Avidin bead fluor,Cdc42 wt,ABCB1 block,Rac1 wt GTP bind,Pf gamet viab,ABCG2 inh,HRas wt GTP,Rab2A wt mod,Rab7 wt GTP bind,Rac1 mut GTP,GSH bead fluor
Cc1nn(-c2ccccc2)cc1/C=N/O,7,98,-1.4,97,20,1,98,95,98,94,32
O=C(Nc1ccccc1N1CCCC1)c1cccc(-c2cc3ccccc3oc2=O)c1,1,103,4.2,102,10,3,99,99,97,101,18
O=C(CCc1nc(-c2ccccc2Cl)no1)NCC1CCCO1 (stereo not given),10,101,0.0,100,19,5,103,104,106,94,20
COc1ccc(NC(=O)c2ccc3c(c2)OCO3)cc1[N+](=O)[O-],11,?,0.2,?,20,1,?,?,?,?,21
Cc1nnc(C)c2c(C)n(Cc3ccc4c(c3)OCO4)c(C)c12,16,105,0.2,104,-28,0,103,101,99,101,20
CC(C)=CC(=O)N1CCCc2ccccc21,13,96,0.9,95,·,7,98,95,96,91,35
O=C(CCN1CCCCC1)Nc1ccc(Br)cc1,49*,105,1.1,108,-37,14,99,104,98,102,20
COc1ccc(/C(N)=N/OC(=O)/C=C/c2ccccc2)cc1,10,94,0.0,95,1,0,95,95,95,91,24
COc1cc(NC(=O)c2ccccc2-c2ccccc2)cc(OC)c1OC,9,102,1.2,98,·,14,101,101,108,94,15
Cc1ccccc1C(=O)NC(=S)Nc1ccc(S(=O)(=O)N(C)c2ccccc2)cc1,8,102,-0.3,101,3,0,102,101,100,100,32
COC(=O)C(C)Sc1nc2c(c(=O)[nH]c(=O)n2C)n1CCCc1ccccc1 (stereo not given),2,96,0.9,99,·,8,99,98,99,97,25
CC(C)(C)C(=O)NNC(=O)CCCOc1ccc(Cl)cc1Cl,13,104,1.0,106,·,9,105,103,102,99,32
COc1cc(-c2nnc(CSc3nnc4nc(C)cc(C)n34)o2)cc(OC)c1OC,6,101,0.5,98,·,1,100,100,95,98,67
COc1ccc(C(=O)N2CCN(c3nnnn3-c3ccccc3)CC2)cc1OC,13,105,0.2,105,8,3,103,102,99,102,29
Cc1ccccc1Cn1cnc2c(NS(C)(=O)=O)c(C)c(C)cc21,4,106,0.5,108,-2,3,104,102,102,101,48
C=CCOc1ccc(Cl)cc1CNCCCN1CCOCC1,23,101,0.4,106,·,2,102,100,100,100,56
CCOC(=O)c1cc(-c2ccccc2)n(CCC(=O)O)c1C,16,101,0.3,103,-8,2,105,104,108,97,12
COc1ccc(Nc2cc(C)nc(N3CCOCC3)n2)cc1,22,95,0.2,100,·,3,97,96,100,97,25
Cc1ccc(S(=O)(=O)c2c(C)nn(C(C)(C)C)c2OC(=O)C(C)C)cc1,7,91,2.2,90,-16,8,95,95,97,92,14
COc1cc(S(=O)(=O)NCc2ccccn2)c(OC)cc1Cl,13,98,0.3,99,·,1,98,97,95,97,15
O=c1cc(CO)oc(CN2CCN(Cc3ccccc3)CC2)c1O,9,98,0.2,99,·,1,99,97,97,96,11
Cc1nc2ccc(S(=O)(=O)N(C)CC(=O)N3CCc4ccccc4C3)cc2s1,10,99,0.9,100,·,5,102,101,101,98,16
O=C(COC(=O)c1cc(=O)[nH]c2ccccc12)NC(=O)NC1CCCCC1,36,104,1.0,109,·,61,102,99,99,100,23
CCOC(=O)Cc1csc(NC(=O)c2ccc(S(=O)(=O)N3CCCC3)cc2)n1,5,104,0.2,104,·,3,103,100,101,101,25
COc1ccc(C(=O)CN(Cc2ccccc2)C2=NCCS2)cc1,22,102,7.9,104,·,12,98,99,101,101,14
CNc1ccccc1C(=O)OCC(=O)c1ccccc1,11,106,0.5,106,·,4,102,103,105,99,18
CCCCCCOC(=O)c1ccc(OC(=O)c2cccnc2)cc1,14,98,0.3,100,·,4,100,97,96,98,8

# This is a random part of the collection; overall some 1.1% were active at least once.
